E-sel inducer: E-selectin induction in HUVECs, primary screen, imaging, HUVEC, immunofluorescence imaging, single point; P16581; normalized: neutral wells 0, TNF-alpha wells 100; activation, % at 7.58 µM; 0.37% of 260,000 active;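 active = mean E-selectin-positive cell signal at least 10% of the positive control, reached in at least 60% of replicates, without over 20% cell loss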;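 also: in these data hits start at about 27%; measured in HUVEC primary endothelial cells; signal is the percent of cells scored E-selectin positive by PE staining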
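Test system: HUVEC; input: 3,000 HUVEC/well; measured by: immunofluorescence imaging; read-out: % PE-positive cells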
XiGFP reactiv: activators of inactive X chromosome reactivation, primary screen, imaging, XiGFP fibroblasts, GFP high-content imaging, set 2 | XiGFP mouse fibroblasts, % GFP-positive cells imaging, 3 d; cells co-treated with 5-aza-dC sensitizer; scaled so ellipticine positive control = 100% | activation, % at 7.58 µM | 0.055% of 360,000 active | AID 743238, 2013;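 active = mean normalized replicate activation at least 10% and every replicate at or above 10%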;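 also: 0% = median of on-plate neutral control wells and 100% = ellipticine 6 µM median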
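System: SV40-immortalized XiGFP fibroblast cells, line 68-5-11 / Incubation: 3-day compound exposure, then 15 min fixation at room temperature / Compound: single concentration per compound, delivered by pin transfer / Buffer or medium: DMEM plus 5-aza-dC sensitizer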
esBAF inh: Bmi1 luciferase reporter increase in mESCs, primary screen, esBAF inhibitor project, mouse ES cells, Bmi1 luciferase knock-in, single point; 24 h; 100% = twice the neutral-well signal; reporter increase, % at 12.5 µM; 2% of 350,000 active; AID 602393, 2012; in the data active = activation above about 40%;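 also: 0% = median of the plate's neutral control wells and 100% = double that signal; a rise in the Bmi1 reporter signal indicates esBAF inhibition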
RAD52 inh: RAD52 DNA annealing inhibitors, primary screen, biochemical, FRET, single point, set 2 | AID 651710, 2012 | inhibition, % at 18.7 µM | recombinant RAD52 DNA annealing, FRET fluorescence | 0.46% of 360,000 active;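 active = every replicate showing at least 50% inhibition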
S100A4 inh HTS: inhibitors of S100A4-myosin IIA peptide binding, primary screen, biochemical, fluorescence polarization, TAMRA-MyoIIA peptide; Protein S100-A4 (Homo sapiens), P26447; inhibition, % at 10.7 µM; 0.14% of 360,000 active;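 active = mean inhibition of at least 70% across replicates, with every replicate also reaching that level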
Target sequence (P26447 whole entry, looked up): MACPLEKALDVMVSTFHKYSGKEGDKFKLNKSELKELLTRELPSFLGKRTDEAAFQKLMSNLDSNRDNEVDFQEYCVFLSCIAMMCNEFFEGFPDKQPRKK
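Material: S100A4 monomer protein / Buffer or medium: 50 mM HEPES pH 7.2, 10 mM CaCl2, 100 mM KCl / Times: 5 min incubation before reading / Benchmarks: neutral control DMSO, positive control TFP / Reagent: labelled myosin peptide probe, 5 nM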
FN deposition inh: inhibitors of fibronectin matrix deposition, primary screen, AH1F cells, Alexa488-fibronectin fluorescence, plate reader; AH1F fibroblasts, overnight; inhibition, % at 12.6 µM; 0.086% of 350,000 active;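 active = mean inhibition across replicates of 30% or more, regardless of how many single replicates reach that level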;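 also: positive control wells lacked labelled fibronectin entirely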
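material = AH1F fibroblast monolayer depositing Alexa488-labelled fibronectin into matrix | amount = 10000 AH1F cells/well | buffer or medium = DMEM plus 2% serum, read in PBS | incubation = 1 h cell adhesion before compound, then overnight fibronectin incubation | detection = fluorescence at 485 nm excitation, 525 nm emission | evaluation = percent inhibition as loss of matrix-bound fibronectin fluorescence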
EWS-Fli block: EWS/Fli-driven NR0B1 reporter inhibitors, primary screen, A673 cells, NR0B1 luciferase, luminescence, MLPCN library | 0.67% of 350,000 active | inhibition, % at 12.6 µM | viability-normalised;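 active = mean inhibition of at least 50% after viability correction, with every replicate also passing that limit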;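 also: firefly luciferase signal divided by Alamar Blue viability fluorescence both relative to DMSO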
RAD54 inh: inhibitors of human RAD54 branch migration, primary screen, biochemical, fluorescence, single point. RAD54 Holliday junction branch migration, FAM/BHQ fluorescence. inhibition, % at 10.4 µM. DNA repair and recombination protein RAD54-like (Homo sapiens), Q92698. 0.14% of 360,000 active;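 active = mean normalized replicate activity at least 40 and at least half of replicates scoring 40 or more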;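 also: 0% = median of neutral control wells and 100% = median of positive control wells; inhibitors cause a drop in the FAM fluorescence signal; in these data hits start at about 50%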
Target sequence (Q92698 whole entry, looked up): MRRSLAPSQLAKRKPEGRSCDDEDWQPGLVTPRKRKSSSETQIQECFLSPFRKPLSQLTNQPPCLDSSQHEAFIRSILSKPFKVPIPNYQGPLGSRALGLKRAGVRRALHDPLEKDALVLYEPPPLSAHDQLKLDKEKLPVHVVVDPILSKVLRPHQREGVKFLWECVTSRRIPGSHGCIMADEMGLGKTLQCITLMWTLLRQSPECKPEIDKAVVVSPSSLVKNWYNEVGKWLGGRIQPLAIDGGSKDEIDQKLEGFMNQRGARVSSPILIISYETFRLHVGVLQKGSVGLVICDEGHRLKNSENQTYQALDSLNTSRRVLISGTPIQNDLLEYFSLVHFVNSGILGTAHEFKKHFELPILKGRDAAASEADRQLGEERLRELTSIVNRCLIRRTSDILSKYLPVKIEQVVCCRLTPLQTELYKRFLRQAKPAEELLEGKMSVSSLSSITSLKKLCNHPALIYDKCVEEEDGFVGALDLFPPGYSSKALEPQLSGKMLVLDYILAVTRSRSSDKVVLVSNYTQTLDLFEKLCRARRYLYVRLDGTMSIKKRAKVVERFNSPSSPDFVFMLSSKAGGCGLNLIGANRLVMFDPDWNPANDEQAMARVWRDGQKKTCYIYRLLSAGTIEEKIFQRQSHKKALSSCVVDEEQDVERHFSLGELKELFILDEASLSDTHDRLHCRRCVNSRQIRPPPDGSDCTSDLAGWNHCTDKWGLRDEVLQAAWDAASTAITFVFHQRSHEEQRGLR
* marks the source's active call; other numbers are inactive results; / = no result given; & = joins results of further samples.

Value order: E-sel inducer | XiGFP reactiv | esBAF inh | RAD52 inh | S100A4 inh HTS | FN deposition inh | EWS-Fli block | RAD54 inh
> Cc1ccccc1-c1cnc2c(c1)C(=O)N([C@@H](C)CO)C[C@H](C)[C@@H](CN(C)C(=O)CC1CC1)O2
  -0.2 | -0.3 | -0.6 | / | / | -2.3 | -21.6 | /
> CC(Nc1ccccc1)c1ccncc1 (stereo unspecified)
  / | -0.1 | / | -2.3 | -2.4 | / | 8.1 | /
> C[C@H](CO)N1C[C@H](C)[C@H](CN(C)S(=O)(=O)c2ccsc2)OCc2ccccc2-c2c(n(C)c3ccccc23)C1=O
  -0.2 | 0.2 | -3.0 | 11.2 | -21.1 | -10.6 | -3.3 | 3.6
> COc1cccc(/C=N/Nc2nccnc2Cl)c1O
  / | 0.4 | / | -6.0 | 1.0 | 15.6 | -40.4 | /
> C[C@@H]1CN([C@@H](C)CO)C(=O)c2cc(C#CC3CCCC3)cnc2O[C@@H]1CN(C)S(C)(=O)=O
  1.4 | 1.3 | -1.0 | -2.9 | 35.1 | -11.8 | -7.3 | 1.4
> O=c1oc(CCCO)cc2ccc(C#Cc3cccnc3)cc12
  0.2 | 0.0 | 30.4 | -4.4 | 2.3 | 11.4 | -101.4 | -5.0
> O=C(CCS(=O)(=O)c1ccccc1)Nc1ccccc1-c1nc2ccccc2s1
  / | 0.0 | / | 5.3 | 1.9 | / | -9.6 | /
> Cc1c(C(=O)NCc2ccccc2C(F)(F)F)sc(=O)n1Cc1ccccc1C#N
  / | -0.1 | 1.3 | 5.1 | 0.2 | 13.0 | 3.3 | -9.3
> CC(=O)Nc1ccc(C(=O)NCC2CCCCC2)cc1
  0.0 | 0.0 | 9.9 | -10.1 | -0.7 | 2.8 | -6.6 | -11.3
> COc1ccccc1S(=O)(=O)N[C@@H]1CC[C@H](CCn2cc(C3CC3)nn2)O[C@@H]1CO
  0.1 | -0.9 | 0.0 | -13.9 | 14.6 | -6.1 | 1.2 | 0.6
> O=S(=O)(N[C@H]1CC[C@@H](CCn2cc(Cc3ccccc3)nn2)O[C@H]1CO)c1ccccc1F
  -0.1 | 0.0 | 1.3 | -4.3 | -1.4 | -3.5 | / | 5.3
> S=C(Nc1cccc(Cl)c1Cl)N1CCC2(CC1)OCCO2
  / | 0.0 | / | -10.5 | 0.2 | 5.4 | -12.4 | /
> CCOCCn1c(=O)c2c(nc3n2CCN3c2ccc(CC)cc2)n(C)c1=O
  -2.4 | 0.0 | 9.8 | 3.5 | 2.0 | 0.3 | 9.5 | -5.2
> Cc1nn(C)c(C)c1/C=C/C(=O)c1ccc(Cl)cc1Cl
  / | -0.1 | / | -27.4 | -2.6 | 1.2 | -4.6 | /
> O=C(CCCSCCCC(=O)NN=Cc1ccccc1)NN=Cc1ccccc1
  0.1 | 0.0 | 6.6 | -15.8 | 5.5 | -0.2 | -15.1 | /
> COc1ccc(NC(=O)C2=CC(c3ccc(C)cc3)=NS(=O)(=O)N2C)cc1
  0.0 | 0.7 | -3.6 | -10.6 | 2.1 | -0.7 | 5.3 | 6.1
> O=C(NCCN1CCN(c2ccccc2)CC1)Nc1cccc(Br)c1
  / | 0.1 | -4.9 | -5.9 | 2.4 | 1.5 | -3.4 | -11.0
> COc1ccc(CNC(=O)C2CCCN(S(=O)(=O)N3CCC(C)CC3)C2)c(OC)c1 (stereo unspecified)
  / | 0.0 | -4.3 | -0.1 | -1.1 | -3.1 | / | -1.6
> CC1Cc2ccccc2N1C(=O)c1ccc(N2CCCC2)c([N+](=O)[O-])c1 (stereo unspecified)
  / | 0.1 | 11.0 | 1.3 | -0.2 | -10.4 | -6.7 | -1.2
> CCN1CCN(c2ccc(N3CCN(S(=O)(=O)c4ccc(C)c([N+](=O)[O-])c4)CC3)nn2)CC1
  / | 0.2 | / | -5.3 | 3.0 | / | 4.4 | /

A run of entries from the list above, as a working copy:
Value order: E-sel inducer | XiGFP reactiv | esBAF inh | RAD52 inh | S100A4 inh HTS | FN deposition inh | EWS-Fli block | RAD54 inh
> O=c1oc(CCCO)cc2ccc(C#Cc3cccnc3)cc12
  0.2 | 0.0 | 30.4 | -4.4 | 2.3 | 11.4 | -101.4 | -5.0
> O=C(CCS(=O)(=O)c1ccccc1)Nc1ccccc1-c1nc2ccccc2s1
  / | 0.0 | / | 5.3 | 1.9 | / | -9.6 | /
> Cc1c(C(=O)NCc2ccccc2C(F)(F)F)sc(=O)n1Cc1ccccc1C#N
  / | -0.1 | 1.3 | 5.1 | 0.2 | 13.0 | 3.3 | -9.3

3 compounds from above, sorted by the value under S100A4 inh HTS, low to high:
structure	S100A4 inh HTS
S=C(Nc1cccc(Cl)c1Cl)N1CCC2(CC1)OCCO2	0.2
O=c1oc(CCCO)cc2ccc(C#Cc3cccnc3)cc12	2.3
O=C(CCCSCCCC(=O)NN=Cc1ccccc1)NN=Cc1ccccc1	5.5

(further entries)
Value order: E-sel inducer | XiGFP reactiv | esBAF inh | RAD52 inh | S100A4 inh HTS | FN deposition inh | EWS-Fli block | RAD54 inh
> O=C(C(=O)N1CCN(S(=O)(=O)c2ccc(F)cc2)CC1)c1cccc(C(F)(F)F)c1
  0.1 | 0.0 | / | -11.5 | 1.4 | -1.1 | -7.6 | /
> COCCNC(=O)[C@H]1[C@H](CO)[C@H]2Cn3c(ccc(-c4cccc(F)c4)c3=O)[C@@H]1N2C(=O)NC(C)C
  0.4 | 0.2 | -3.6 | / | -0.2 | / | 2.0 | -4.0
> O=C(CN1C(=O)NC2(CCCCC2)C1=O)Nc1ccccc1N1CCCCC1
  / | 0.2 | 0.0 | -16.7 | 3.5 | 5.8 | -4.2 | 5.8
> CCOC(=O)c1[nH]c(C)c(C(=O)Nc2cc(Cl)ccc2C)c1C
  / | / | / | -7.9 | -1.1 | / | 47.0 | -3.7
> O=C(C[C@@H]1CC[C@H]2[C@@H](COC[C@@H](O)CN2CCC(F)(F)F)O1)NCC1CC1
  -0.1 | 0.0 | 2.0 | -2.8 | 3.7 | -8.5 | 5.2 | 5.6
> COC(=O)C1=C2c3[nH]c4ccccc4c3CCN2C(=O)CC1
  / | / | -11.1 | -6.0 | -1.8 | / | 3.1 | 3.8
> CN1CCN(C(=O)C[C@@H]2CC[C@H](NC(=O)Cc3ccccn3)[C@@H](CO)O2)CC1
  0.0 | 0.0 | 4.5 | 3.6 | -15.7 | -2.0 | -2.0 | -5.1
> C[C@@H]1CN([C@@H](C)CO)C(=O)c2cc(NC(=O)Nc3ccc(F)cc3)ccc2O[C@@H](C)CCCCO[C@H]1CN(C)Cc1ccc2c(c1)OCO2
  0.0 | -0.7 | -12.8 | -3.5 | -3.4 | / | 7.6 | -0.7
> N#C/C(=C\c1ccco1)C(=O)NCC1CCCO1 (stereo unspecified)
  -1.1 | 0.5 | / | -15.0 | -3.2 | 7.2 | -6.4 | -11.5
> CCOc1ccc(S(=O)(=O)NCCC(=O)NCC(c2ccc(OC)cc2)N2CCCCC2)cc1 (stereo unspecified)
  -0.4 | -0.1 | 5.5 | 4.9 | -5.4 | -4.3 | 6.6 | 9.1
> CC(=O)Oc1ccc(C(=O)NCc2ccco2)cc1
  -0.2 | 0.0 | -6.8 | -13.4 | -2.9 | 2.5 | 15.2 | 1.1
> CCN1C(=O)C(=Cc2cccc(OC)c2Oc2ccc([N+](=O)[O-])cc2[N+](=O)[O-])SC1=S
  -0.3 | 4.6 | -82.7 | -18.1 | -3.7 | -5.8 | 58.2* | -7.4
> Oc1c(Br)cc(Br)cc1/C=N/NC(=S)N[C@H]1CC2C=CC1C2 (stereo partly specified)
  -4.9 | 0.5 | / | -11.5 | -11.6 | -1.3 | 19.7 | -5.0
> O=C(C[C@H]1CC[C@@H]2[C@H](COC[C@@H](O)CN2Cc2cc(F)cc(F)c2)O1)NCc1cccc(F)c1
  0.4 | 0.0 | -5.3 | 8.2 | -2.0 | 1.9 | -3.0 | 7.6
> Cc1noc(C)c1S(=O)(=O)Nc1ccc2c(c1)CC(=O)N([C@@H](C)CO)C[C@H](C)[C@H](CN(C)Cc1ccc(Cl)c(Cl)c1)O2
  0.1 | -0.8 | 2.6 | 2.0 | 11.3 | -9.8 | -9.6 | 3.2
> O=C(C[C@H]1CC[C@H]2[C@@H](COC[C@@H](O)CN2CC2CCOCC2)O1)NCC1CCCCC1
  0.1 | 0.5 | 3.3 | -6.2 | 10.2 | -1.7 | -5.0 | 11.5
> C[C@@H]1CCCCO[C@H](CN(C)Cc2ccccc2)[C@@H](C)CN([C@@H](C)CO)C(=O)c2cc(NS(C)(=O)=O)ccc2O1
  0.1 | -0.4 | 2.6 | -4.7 | -1.6 | / | 2.1 | 6.5
> CN(Cc1ccc(Cl)cc1Cl)C(=O)CNC(=O)c1ccco1
  / | 0.0 | 8.3 | 0.3 | -0.8 | -1.3 | 3.6 | 5.4
> O=C(C[C@@H]1C[C@@H]2c3cc(NC(=O)c4cccnc4)ccc3O[C@@H]2[C@H](CO)O1)NCc1cccnc1
  -0.6 | -0.1 | 4.0 | -2.3 | -3.2 | 3.0 | -6.4 | 3.7
> Cn1nc(C(C)(C)C)cc1N1C(=O)CCC1(C)C(=O)NCc1ccccc1 (stereo unspecified)
  0.0 | 0.9 | -0.2 | -7.3 | -0.7 | -6.3 | -14.2 | -4.6
> Cc1ccccc1C(=O)NC(=S)N(C)CCc1ccccn1
  0.9 | 0.0 | / | -9.1 | 0.8 | -4.3 | -1.2 | /
> CCOc1ccc(OCCC(=O)Nc2ccc(F)cc2C)cc1
  / | 0.0 | -1.8 | -3.0 | -5.8 | 8.4 | 10.4 | 4.5
> COC(=O)N/N=C/c1cn(Cc2c(Cl)cccc2Cl)c2ccccc12
  / | -0.1 | 8.3 | -2.1 | -5.1 | -1.0 | -2.2 | /
> COc1cccc(S(=O)(=O)Nc2ccc3c(c2)C(=O)N(C)C[C@H](OC)[C@H](C)CN(Cc2ccccc2F)[C@@H](C)CO3)c1
  -0.4&-0.1 | 0.2&0.4&0.0 | -4.6 | -12.1&-21.5 | 2.8&-5.2 | -5.1&-7.1&2.9 | 10.9&7.0 | 8.8
> Cc1ccc(C(C)C)c(OCC(=O)NNC(=O)Cn2[nH]c(=O)c3ccccc3c2=O)c1
  / | 0.0 | 8.2 | -3.4 | 2.1 | -6.1 | -3.6 | 3.4
> Cc1ccc(C)c(OC(C)C(=O)Nc2nccs2)c1 (stereo unspecified)
  0.0 | 0.6 | 2.6 | 1.9 | -6.9 | / | / | -6.4
> Cc1ccc(CC(=O)Nc2cccc([N+](=O)[O-])c2)cc1
  -7.9 | 0.4 | 3.0 | 0.5 | 1.3 | -3.3 | -26.0 | /
> O=C(Nc1nc(-c2ccc(Cl)cc2Cl)cs1)c1ccc(OCC2CCCO2)cc1 (stereo unspecified)
  -0.2 | 0.8 | / | -18.6 | -0.2 | 7.2 | 21.0 | 1.5

High-throughput results deposited in PubChem BioAssay by Broad Institute.
